mcGAS lum = blocks mouse cGAS activity. recombinant cGAS, Kinase-Glo ATP depletion luminescence. inhibition, % at 12.5 µM. actives 0.15% (n = 160,000);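 further: 0% = negative control wells and 100% = reference inhibitor with no enzyme activity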
hcGAS inh = blocks human cGAS activity. AID 1259398. Q8N884. recombinant h-cGAS, ATP depletion, Kinase-Glo luminescence. inhibition, % at 12.5 µM. actives 0.081% (n = 290,000);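 further: 0% = vehicle reaction and 100% = reaction without DNA for no activity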
Target sequence (Q8N884 whole entry, looked up): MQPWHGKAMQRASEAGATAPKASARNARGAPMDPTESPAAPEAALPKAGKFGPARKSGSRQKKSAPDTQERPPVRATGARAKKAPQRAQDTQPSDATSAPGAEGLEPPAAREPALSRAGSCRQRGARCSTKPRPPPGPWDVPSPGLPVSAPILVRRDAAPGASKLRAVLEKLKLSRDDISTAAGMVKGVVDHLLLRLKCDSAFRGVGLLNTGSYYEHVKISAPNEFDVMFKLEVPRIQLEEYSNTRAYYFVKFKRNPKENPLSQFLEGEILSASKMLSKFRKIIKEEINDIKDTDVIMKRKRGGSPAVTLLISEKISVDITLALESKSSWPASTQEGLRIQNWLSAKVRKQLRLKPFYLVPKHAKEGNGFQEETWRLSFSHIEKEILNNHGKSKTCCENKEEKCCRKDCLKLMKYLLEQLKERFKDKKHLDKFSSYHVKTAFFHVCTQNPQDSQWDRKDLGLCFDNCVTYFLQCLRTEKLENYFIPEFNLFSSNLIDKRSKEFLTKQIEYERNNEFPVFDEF
NPYLR7 agonist = activates Aedes aegypti NPYLR7 receptor | HEK293T NPYLR7/Galpha15, GCaMP6s calcium fluorescence | activation, % at 10 µM | actives 0.15% (n = 270,000); in the data active means activation above about 40%;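 further: 0% = vehicle and 100% = reference agonist at the receptor; some compounds past the cut are filed as inactive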
Active calls of the source: *; · = not tested or not shown; & = joins results of further samples. Unless noted, no stated cut-off is given here; in the data, active means inhibition above about 40%; inactive means the rest.

molecule,mcGAS lum,hcGAS inh,NPYLR7 agonist
C=CCOc1ccccc1-n1c(C)c(C)n2c3c(=O)n(C)c(=O)n(C)c3nc12,-8,-12,·
O=C(Cc1cccc2ccccc12)Nc1c2c(nn1-c1ccccc1)CS(=O)(=O)C2,·,-2,-3
Cc1n[nH]c(C)c1Sc1ccccc1N=Cc1ccc2c(c1)OCO2,·,-2,4
CCSc1nnc2c(n1)OC(c1cccc(Cl)c1)Nc1ccccc1-2 (stereo not given),-5,-4,-4
COc1ccc(-n2c(N)cc(=O)nc2SCC(=O)N2CCCc3ccccc32)cc1,-6,-1,-2
COc1cc(OC)cc(C(=O)Nc2c3c(nn2-c2cccc(C)c2C)CS(=O)C3)c1 (stereo not given),·,-5,0
CC(C(=O)NCc1cccnc1)n1c(=O)n(Cc2ccccc2)c(=O)c2ccc(Cl)cc21 (stereo not given),-7,-6,16
Cc1nc2sccn2c1C=NNC(=O)C12CC3CC(CC(C3)C1)C2,·,-5,5
CCC(=O)CSc1nc2cc(S(=O)(=O)N3CCCC3)ccc2n1C1CCCC1,-4,-2,3
O=C(O)CCCN1C(=O)CSC1=S,·,1,6
CCOC(=O)c1cc(NS(=O)(=O)c2ccc(Br)cn2)c[nH]1,5,0,-7
O=c1ccc(-c2cccnc2)nn1CCNS(=O)(=O)c1cccc(F)c1,·,1,9
CCCc1nc(N2CCCN(S(=O)(=O)C[C@]34CCC(CC3=O)C4(C)C)CC2)c2cnn(-c3ccccc3)c2n1,-4,-4,·
CC(=O)/C(=N/Nc1cccc(Cl)c1)N1CCCCC1,·,-2,12
COc1ccc2[nH]c3c(c2c1)CCN(C(=O)c1cc(C)on1)C3c1ccccc1OC (stereo not given),-10,-14,12
O=C(CN1CCN(Cc2cc3n(n2)CCCNC3)CC1)Nc1cccnc1,·,-4,12
CCN(C)C(=O)Cn1nc(C2CCCNC2)n(-c2ccccc2)c1=O (stereo not given),-18,-2,25
COc1ccc2ccc(OCc3nc(C(=O)N4CC(n5cccn5)C4)co3)cc2c1,0,-3,-3
CCCOC(=O)C1=C(C)NC2=C(C(=O)CCC2)C1c1ccc(CC)cc1 (stereo not given),·,0,-1
CC1(C(=O)NS(=O)(=O)c2cccc(OC(F)F)c2)CCN1C(=O)C1CC1 (stereo not given),·,-11,-1

Reformatted with values under each structure: part of the list above.
The line under a structure holds: mcGAS lum	hcGAS inh	NPYLR7 agonist
- O=C(Cc1cccc2ccccc12)Nc1c2c(nn1-c1ccccc1)CS(=O)(=O)C2
 : ·	-2	-3
- Cc1n[nH]c(C)c1Sc1ccccc1N=Cc1ccc2c(c1)OCO2
 : ·	-2	4

Compound profiles, as listed above. Screens in order: mcGAS lum | hcGAS inh | NPYLR7 agonist
Cc1nc2sccn2c1C=NNC(=O)C12CC3CC(CC(C3)C1)C2 in the list: · | -5 | 5
CCCOC(=O)C1=C(C)NC2=C(C(=O)CCC2)C1c1ccc(CC)cc1 (stereo not given) in the list: · | 0 | -1
O=c1ccc(-c2cccnc2)nn1CCNS(=O)(=O)c1cccc(F)c1 in the list: · | 1 | 9
CCOC(=O)c1cc(NS(=O)(=O)c2ccc(Br)cn2)c[nH]1 in the list: 5 | 0 | -7

New compounds follow.
molecule,mcGAS lum,hcGAS inh,NPYLR7 agonist
CC1CC1c1cc(N)n(-c2ccccc2)n1 (stereo not given),-26,-22,-1
CCN(CC)C(=S)SC1=C(Cl)CS(=O)(=O)C1,·,26,11
CN(c1ccccc1)c1ccc(CNc2cncc(Cl)n2)cc1F,·,5,2
CCn1nc(C(=O)N(C)Cc2ccco2)cc1-c1cccc(C(F)(F)F)c1,-5,-6,·
CC1CCCCC1N(C)C(=O)CCc1nc(-c2ncccn2)no1 (stereo not given),·,2,0
CN1CCN(c2nccc(CCC(F)(F)F)n2)CC1CCO (stereo not given),·,-5,16
O=S(=O)(c1ccc(F)cc1)N(Cc1cccc(Oc2ccc(Cl)cc2)c1)Cc1ccco1,-3,-5,-9
O=C(CSc1nc(=O)n2cc(Cl)ccc2n1)Nc1cccc(F)c1,·,-2,6
COc1ccc(/C=C/C2=NC(=C\c3ccc(OC)c(OC)c3)/C(=O)O2)cc1,·,-2,3
COc1ccc(-c2nc(CN3CCS(=O)(=O)CC3)c(C)o2)cc1OC,·,-3,15
COc1ccc(CCN(C)C(=O)c2cncn2-c2cccc(-c3ccc(OC)c(OC)c3)c2)cc1OC,2,0,11
Cc1cccn2c(CNC(=O)[C@@H]3C[C@@H](NC(=O)c4cccs4)CN3)cnc12,·,-4,-2
Cc1ccc(-c2ccc(OCCNS(=O)(=O)c3ccc(C)cc3C)nn2)cc1,-6,-5,-4
Cc1ccccc1-c1ccc(N2CCN(S(=O)(=O)c3cccs3)CC2)nn1,-1,0,·
Cc1ccc(C(=O)N[C@@H]2CC[C@@H](N)C2)c(=O)[nH]1,·,-3,1
Cc1nc2ccccn2c(=O)c1NC(=O)C1CCCCC1,·,-16,4
O=c1[nH]c2cc(S(=O)(=O)N3CCCCC3)ccc2o1,·,-6,6
CSCC(=O)N1CCC2(CCN(Cc3nccnc3C)CC2)C(CO)C1 (stereo not given),2,4,·
Cc1nc2scc(C)n2c(=O)c1S(=O)(=O)NCc1ccco1,·,-7,13
COc1ccc(-c2noc(CN3CCCN(c4ncccn4)CC3)n2)c(OC)c1OC,·,-11,4
CC(C)(C)c1ccc(C(C)(C)C)c(-n2cnnc2)c1,·,-2,-1
CC(Sc1n[nH]c(=O)n1C1CC1)C(=O)c1ccc(Br)cc1 (stereo not given),·,-9,2
COc1ccc(C=C2N=C(c3cccc(Br)c3)OC2=O)cc1OC,·,-3,-6
CCOC(=O)C1CCCN(C(C)C(=O)NC(C)(C#N)C(C)C)C1 (stereo not given),·,8,-19
CN1CCN(C(=O)C2CNCCN2C(=O)c2ccc3ccccc3n2)CC1 (stereo not given),·,-7,5
CC(C)(C)c1cc(CN2CCOC(CCc3ccccc3)C2)[nH]n1 (stereo not given),·,-6,9
COc1ccc(-n2nc(-c3ccc(C)c(C)c3)cc2C(=O)Nc2ccc(C)c(C)c2)cc1,-5,0,-3
O=S(=O)(c1cccc(Cl)c1Cl)N1CCN(Cc2nc(-c3ccc(Cl)cc3)no2)CC1,0,4,1
CC(=O)N1CCN(C(=O)CCc2csc(NC(=O)c3ccc[nH]c3=O)n2)CC1,-11,-4,-7
CSc1nnc2c(n1)OC=Nc1ccc(Br)cc1-2,·,-3,5
Cn1c(N2CCOCC2)nc2cc(C(=O)Nc3cnc4n3CCCC4)ccc21,-20,-3,0
Cc1cccc(Cn2c(NC3CCCCC3)nc3c2c(=O)[nH]c(=O)n3C)c1,·,-10,-1
COc1ccc(NC(=O)Cn2nc(-c3cccs3)c3sc(N4CCCC4)nc3c2=O)cc1OC,-7,-4,-5
CCCOc1ccc(OCCSc2nc3ccccc3n2CCO)cc1,-7,-3,-8
CNC(=O)c1cc(NC(=O)N2CCN3CCCCC3C2)ccc1F (stereo not given),3,-7,-5
Cn1c(=O)c(Cc2ccccc2)c(O)c2c(=O)n(-c3ccccc3)c(=O)n(-c3ccccc3)c21,·,-7,7
CCc1ccc(CN(C)C(=O)c2ccoc2C)nc1,·,5,2
Cn1c(-c2ccccc2)nc2cnc(-c3cccc4ccccc34)cc21,-6,-2,-9
CC1(C(=O)NS(=O)(=O)c2ccccc2Cl)CCN1C(=O)CC1CCCC1 (stereo not given),·,-6,8
COc1ccc(CCn2c(-c3cc(C(F)(F)F)ccc3F)nc3ccc(Br)cc3c2=O)cc1,-4,-6,5
CCc1nc(C)c(C(=O)N2[C@H]3CCNC[C@@H]2CC3)o1,-4,-5,·
CCCN(CC(=O)N1CCc2sccc2C1c1ccc(Cl)cc1)S(=O)(=O)c1ccc(OC)cc1 (stereo not given),-4,0,-1
CCN1CCN(C(c2ccc(SC)cc2)c2c(O)cc(C)n(CC)c2=O)CC1 (stereo not given),·,-1,0
c1ccc2oc(-c3ccncc3)cc2c1,·,3,-27
CCSCCC(=O)NCCn1cc(C)cn1,·,-5,2
O=C(Nc1ccc(F)cc1F)N1CCc2ccccc2C1c1ccccc1Cl (stereo not given),-7,-4,20
O=c1[nH]c(CNC2CCCCC2)nc2scc(-c3ccc(Cl)cc3)c12,·,-1,28
COc1cc(CNC(=O)CNC(=O)c2ccco2)ccc1OC1CCCC1,·,3,5
Cc1nc2c(s1)CCCC2n1cnc(-c2ccccc2)c1-c1nc[nH]c1C (stereo not given),-6,1,-3
CC(C)(C)c1ccc(S(=O)(=O)Nc2nccnc2-c2ccc(CNCc3ccc4c(c3)OCO4)cc2)cc1,0,-3,-2
COCC(=O)N1CCCN(Cc2cc(C(C)C)no2)CC1,-2,0,3
CCN1C(=S)NC(c2cccc(NC(=O)C(C)(C)CCl)c2)C(C(=O)OC)=C1C (stereo not given),-9,-8,22
CCOCCn1c(CN2CCN(CC)CC2)nc2c1c(=O)n(C)c(=O)n2C,·,-2,0
COc1ccc2[nH]c3c(c2c1)CCN(C(=O)C=C(C)C)C3c1ccccc1OC (stereo not given),-9,-15,8
O=C(NS(=O)(=O)N1CCCCC1)C1CC1c1ccccc1F (stereo not given),·,6,-25
O=c1c(-[n+]2ccccc2)cc2[nH]c3ccccc3c2n1-c1ccccc1,5,9,-18
CCn1cnnc1SC(C)C(=O)Nc1ccc(C)c(F)c1 (stereo not given),·,-1,2
O=C(Cc1cccs1)N1CC(=O)N(C2CCCCC2)CC(O)C1 (stereo not given),-8,-3,-1
Cc1nc(N2CCC(NC(Cn3cccn3)c3ccccc3)CC2)nc2ccc(F)cc12 (stereo not given),-8,-4,4
CSc1ccc(-c2csc(N)n2)cc1,·,-4,-5

(next part)
molecule,mcGAS lum,hcGAS inh,NPYLR7 agonist
COc1ccc(C(O)=C2C(=O)C(=O)N(CCN3CCOCC3)C2c2ccc(C(C)(C)C)cc2)cc1 (stereo not given),-1,-2,-4
CC(=O)c1cccc(NC(=O)N2CCCC(C(=O)c3cc(F)ccc3F)C2)c1 (stereo not given),·,-5,2
CCCN(CC(=O)N1CC(=O)N(c2cccc(C)c2)C1)C(=O)c1ccc(C(C)(C)C)cc1,-6,1,7
CN(C)c1ncc(CN2CCCC2c2nc(-c3ccccc3)no2)s1 (stereo not given),-16,-4,-1
O=C(O)C1CCN(S(=O)(=O)c2ccc(Br)cc2Cl)CC1,·,-8,6
CCc1csc(CNC(=O)CC2NC(=O)c3ccccc32)n1 (stereo not given),-20,-4,2
Clc1cc(Oc2ccccc2Cl)ncn1,·,-3,9
Cc1ccccc1-c1nc2scc(CCNS(=O)(=O)CCc3ccccc3)n2n1,-8,-8,4
CCc1c(C(=O)N2CCNCC2C(=O)NC2CC2)csc1C (stereo not given),-8,-7,0
CCc1cc(=O)[nH]c(-n2nc(C)cc2NC(=O)c2cccc3ccccc23)n1,-7,-8,9
Cc1ccsc1C(=O)N1CCC1(C)C(=O)NS(=O)(=O)Cc1cccc(Cl)c1 (stereo not given),·,-8,0
COc1cc(Cl)ccc1OCc1cc(C(=O)N2C[C@H]3CC[C@H]2C3)no1,·,1&-8,7&-12
CCNC(=O)C1CCCN(C(=O)c2ccc3c(c2)CCN3S(C)(=O)=O)C1 (stereo not given),·,-12,5
COc1ccc(-c2ccnc3[nH]n(-c4nc(C)cc(C)n4)c(=O)c23)cc1,·,-6,5
Cc1ccccc1CCN1CCCC(CN(C)Cc2nccs2)C1 (stereo not given),·,-9,11
Cc1ccc(Nc2nnc(SC(C)C#N)s2)cc1 (stereo not given),·,-14,0
N#Cc1c(O)c2c(-c3ccc(-c4ccccc4O)cc3)csc2[nH]c1=O,·,3,0
COc1ccc(CCN(Cc2ccc(C)s2)C(=O)CN(C(=O)c2cccc(Cl)c2)C2CCCCC2)cc1OC,-3,-6,18
Cc1ccc(S(=O)(=O)N2CCN(c3ccc(-n4nc(C)cc4C)nn3)CC2)c(C)c1,-8,-6,-7
CCOC(=O)c1nc(-c2ccccc2)oc1CN1C(C)COCC1C (stereo not given),·,-9,5
Cc1cnc(N)c(-c2ccc(F)cc2Cl)c1,-12,-6,10
Cc1ccccc1NC(=O)N1CC(=O)N2CCc3ccccc3C2C1 (stereo not given),-8,-8,2
CCOC(=O)CNC(=O)COc1coc(CN2CCN(Cc3ccccc3)CC2)cc1=O,-9,-7,-3
O=C(NCCCC(=O)N1CCCSc2ccccc21)c1ccc(Cl)cc1,-16,-9,5
CCOC(=O)c1nn(-c2ccccc2)c(=O)cc1NC(=O)c1ccccc1I,-5,-5,·
COc1cccc(C(=O)c2c(N)c(C(=O)Nc3cc(C)cc(C)c3)c3ccccn23)c1,0,0,9
COc1ccc(CCOC(=O)[C@@H]2CCCN2C(=O)C(C)Oc2ccccc2)cc1OC (stereo not given in full),-4,-7,-6
CC(=O)N(/C=C1\N=C(c2ccccc2)OC1=O)c1ccc(Cl)cc1Cl,·,-5,-3
Cc1c(NC(=O)Cc2ccccc2NS(C)(=O)=O)n[nH]c1C1CC1,·,-8,6
COc1cccc(-n2nnc3c(SCc4ccccn4)ncnc32)c1,-5,-6,19
COC(=O)c1nnn(CC(=O)Nc2ccc(Br)cc2F)c1C(=O)OC,-3,-4,-12

Screens deposited in PubChem by Fisher Drug Discovery Resource Center.
